FAS TE block = FAS thioesterase (human) inhibition | P49327 | recombinant FAS-TE, OMFH fluorogenic substrate, fluorescence endpoint | inhibition, % at 15 µM | 360,000 tested, 0.67% active | AID 602261;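 active = compounds whose normalised, plate-corrected inhibition of enzyme fluorescence in the single-dose primary screen is 50% or more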;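 also: 0% = DMSO with enzyme and 100% = substrate without enzyme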
SKN-1 inh = inhibitors of C. elegans SKN-1; C. elegans VP596 Pgst-4::GFP/RFP ratio, acrylamide-induced, 24 h; inhibition, % at 21.8 µM; 360,000 tested, 0.49% active;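 active = interference check ratio from 0.5 to 1.5 plus GFP to RFP signal ratio inhibition reaching or exceeding a fixed threshold, cut at about 30% in these data, passing the limit was not always enough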; also: some compounds called inactive have numbers as strong as hits
MT1-MMP act inh = inhibitors of human MT1-MMP activation | P50281 | HT1080 RFP-PRO-GFP cells, GFP/RFP ratio fluorescence, overnight; percent of plate control window, DMSO zero | GFP/RFP ratio change, % at 20 µM | 360,000 tested, 0.061% active;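 active = GFP/RFP ratio change of at least 30% with cell ATP level not reduced by more than half and red fluorescence within 50% of control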; also: strong numbers were not always called active
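Assay system: HT1080 RFP-PRO-GFP cells. Benchmarks: DMSO vehicle wells and RFP-L50D-GFP reporter cell wells. Times: overnight cell settling, then overnight compound exposure, 37 °C, 5% CO2. Compound: 20 µM single dose, 1% DMSO. Read-out basis: GFP/RFP fluorescence ratio.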
MLLE-PAM2 inh = blocks PAM2 peptide binding to the PABP1 MLLE domain. P11940. GST-MLLE / FITC-PAM2 fluorescence polarization. inhibition, % at 20 µM. 360,000 tested, 0.36% active. AID 588489; in the data active = inhibition above about 35%, passing the limit was not always enough;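 also: plate controls were DMSO wells with GST-MLLE for no effect and wells lacking GST-MLLE protein for full effect; some results filed as inactive read as strong as hits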
E coli Lon inh = inhibitors of E. coli Lon protease; inhibition, % at 7.94 µM; purified E. coli Lon protease, fluorescence polarization; AID 602123; 360,000 tested, 0.42% active; in the data active = inhibition above about 13%, passing the limit was not always enough;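 also: 0% = enzyme with probe and DMSO and 100% = no enzyme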
CendR NRP1 mod = alters CendR peptide binding to human NRP-1 | FAM-RPARPAR peptide binding to NRP-1, fluorescence polarization | inhibition, % at 25 µM | 360,000 tested, 0.85% active | AID 602438;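 active = inhibition or corrected inhibition above about 18%, plus a signal ratio from 0.5 to 1.5, limit read from the data, passing the limit was not always enough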; also: strong numbers were not always called active
MsrA inhibitor = inhibits bovine methionine sulfoxide reductase A | AID 651718 | inhibition, % at 15.5 µM | purified bovine MsrA, absorbance read-out | 360,000 tested, 0.75% active; in the data active = inhibition above about 4.5%;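 also: 0% = vehicle wells with enzyme and 100% = reference inhibitor wells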
Tb MetRS inh = Trypanosoma brucei MetRS inhibition; purified T. brucei MetRS, ATP depletion, Kinase-Glo luminescence; inhibition, % at 11.9 µM; 360,000 tested, 0.4% active; AID 624268;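 active = inhibition above a per-plate cutoff of the control wells' mean inhibition plus 3 SD, cut at about 5.5% in these data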;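 also: 0% = DMSO wells median and 100% = median of wells with control inhibitor compound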
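Test system: purified T. brucei MetRS enzyme. Also added: ATP, methionine and E. coli bulk tRNA substrates. Compound: 11.9 µM single point. Schedule: 15 min enzyme-compound preincubation, 2 h reaction, 10 min detection, 25 °C. Signal: luciferase luminescence of residual ATP, Kinase-Glo. Evaluation: percent inhibition versus plate control medians. Controls: DMSO wells, low control.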
MsrA act = activators of bovine methionine sulfoxide reductase A; purified bovine MsrA, absorbance read-out; activation, % at 10.6 µM; 360,000 tested, 0.3% active; in the data active = activation above about 7.5%;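 also: 0% = vehicle and 100% = reference activator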
An asterisk follows results filed as active; · = no result given. No enrichment for hits; overall some 4% were active at least once.

SMILES | FAS TE block | SKN-1 inh | MT1-MMP act inh | MLLE-PAM2 inh | E coli Lon inh | CendR NRP1 mod | MsrA inhibitor | Tb MetRS inh | MsrA act
CCCn1nc(C(=O)OCc2nc(N)nc(Nc3ccccc3C)n2)c2ccccc2c1=O | 0 | 10 | 4 | 2 | -14 | -11 | -0.2 | 0.0 | -2
CN1CCN(C(=O)CCN2C(=O)/C(=C/c3cccc(Br)c3)SC2=S)CC1 | 3 | -1 | 10 | 10 | 3 | 0 | -0.2 | -0.3 | -3
CS(=O)(=O)c1ccc2nc(NC(=O)Nc3ccccc3F)sc2c1 | -4 | 2 | 2 | -2 | 2 | 0 | -0.2 | 2.2 | -3
CS(=O)(=O)N1CCCCC1c1cc(C(=O)Nc2ccccc2)no1 (stereo unspecified) | -7 | 2 | 2 | -6 | -2 | -8 | -0.1 | -0.3 | 0
c1ccc(N(c2ccccc2)c2nc(N3CCCC3)nc(-n3ccnc3)n2)cc1 | 28 | 5 | -22 | -6 | -1 | -9 | 0.3 | -0.2 | -1
c1ccc(-c2ccc(C3CCCN3)cc2)cc1 (stereo unspecified) | -7 | 12 | 2 | -8 | 5 | 10 | 0.8 | -1.5 | -3
Cc1ccccc1COC(=O)CN1C(=O)NC2(CCCC2)C1=O | -4 | 17 | -1 | 10 | 2 | 6 | 0.2 | -0.3 | -2
Cc1nc2ccc(NC(=O)NCCO)cc2s1 | -1 | -5 | 8 | 6 | 3 | 3 | -0.2 | -0.8 | 1
Cc1ccoc1C(=O)N1CCN(C(=O)c2occc2C)CC1 | -3 | 7 | 5 | -4 | -8 | 1 | -0.8 | -0.3 | -2
Cc1nn(C2CCS(=O)(=O)C2)c2nc(C3CC3)cc(C(=O)Nc3ccc(C(N)=O)cc3)c12 (stereo unspecified) | -11 | -8 | · | -35 | -7 | 8 | 1.2 | -0.7 | -12
Cc1cccc(NC(=O)c2cc(S(=O)(=O)N3CCCCC3)c[nH]2)c1C | 4 | 2 | 0 | -6 | -4 | 2 | 1.1 | -0.3 | -2
O=C(Oc1ccc(-c2nnco2)cc1)c1cc(S(=O)(=O)N2CCOCC2)ccc1F | 0 | 14 | 7 | -6 | 1 | -2 | 0.9 | -0.2 | -2
COc1cc2c(cc1OC)-c1cc3ccc(OC)c(OC)c3c[n+]1CC2 | -2 | -27 | 2 | -9 | 0 | -7 | 3.5 | -0.8 | -12
Cc1ccc(CN2CCN(Cc3ccc4ncccc4c3)CC2CCO)cc1 (stereo unspecified) | -4 | -7 | 0 | -3 | -11 | 9 | -0.3 | -0.3 | -9
CCC(CC)NC(=O)c1oc2ccccc2c1COc1ccccc1 | 23 | 8 | -2 | 6 | -2 | 3 | -1.4 | -1.2 | -9
CC(CCCC(C)(C)O)NC(=O)c1ccc(OC2CCN(C(=O)C3CC3)CC2)cc1 (stereo unspecified) | -1 | -6 | 4 | -5 | 5 | -3 | 0.1 | -0.2 | -3
COc1ccc(CN2C[C@H]3CON(C)[C@H]3C[C@H]2c2ccc(-c3ccccc3)cc2)cc1 | 30 | -15 | -1 | -8 | 9 | 2 | 1.0 | -1.3 | -6
CC(C)NC(=O)NC(=O)CSc1ncccn1 | -5 | 2 | 1 | 17 | 3 | 9 | 1.1 | -0.3 | -4
Nc1nonc1-n1nnc(C(=O)N/N=C/c2ccc(Br)cc2)c1CN1CCOCC1 | 2 | 18 | -4 | 7 | 6 | -4 | 2.9 | 0.5 | -2
CC(C)C[C@H]1CN(CCCC[C@H]2CNC(=O)C(=O)N2Cc2ccccc2)C(=O)C(=O)N1CCc1ccc(O)cc1 | -7 | 12 | 4 | · | 9 | 1 | -0.1 | -0.6 | -2

3 compounds out of the list above, sorted by their value in Tb MetRS inh, lowest first.
compound	SKN-1 inh	MT1-MMP act inh	MLLE-PAM2 inh	E coli Lon inh	CendR NRP1 mod	MsrA inhibitor	Tb MetRS inh	MsrA act
CC(C)C[C@H]1CN(CCCC[C@H]2CNC(=O)C(=O)N2Cc2ccccc2)C(=O)C(=O)N1CCc1ccc(O)cc1	12	4	·	9	1	-0.1	-0.6	-2
O=C(Oc1ccc(-c2nnco2)cc1)c1cc(S(=O)(=O)N2CCOCC2)ccc1F	14	7	-6	1	-2	0.9	-0.2	-2
CS(=O)(=O)c1ccc2nc(NC(=O)Nc3ccccc3F)sc2c1	2	2	-2	2	0	-0.2	2.2	-3

Next section:
SMILES | FAS TE block | SKN-1 inh | MT1-MMP act inh | MLLE-PAM2 inh | E coli Lon inh | CendR NRP1 mod | MsrA inhibitor | Tb MetRS inh | MsrA act
COc1ccc(NC(=O)CSC2=C(C#N)C(c3ccco3)C3=C(CCCC3=O)N2)c(OC)c1 (stereo unspecified) | -6 | -21 | 0 | 17 | 2 | 1 | 2.1 | -1.1 | -12
Nc1c(-c2cccs2)nc2ccccn12 | -5 | 7 | 3 | -26 | -6 | 4 | 2.7 | 0.2 | -2
CN(C)CCN1CCN(C2CN(C3CCCC3)S(=O)(=O)C2)CC1 (stereo unspecified) | -17 | 12 | 3 | 9 | -9 | 11 | 1.1 | 0.0 | -2
OCCN(CCO)CC(O)COCCC12CC3CC(CC(C3)C1)C2 (stereo unspecified) | 1 | -2 | 0 | -5 | 13 | -4 | -0.7 | -1.0 | -3
O=C1CC(N2CCC(O)CC2)C(=O)N1c1ccc(Br)cc1 (stereo unspecified) | -4 | -9 | -7 | 0 | -6 | 11 | 0.9 | -1.0 | -6
O=C(Nc1ccncc1)c1ccc2ncsc2c1 | -5 | 5 | 2 | 12 | -10 | -11 | -0.5 | -0.1 | -2
CCOC(=O)C(C)Sc1ncc(OC)c(Sc2ccc(Cl)cc2)n1 (stereo unspecified) | 35 | -2 | 1 | 2 | 6 | 3 | -0.4 | 0.3 | 1
O=C(C1CC(=O)N(c2ccc3c(c2)OCCO3)C1)N1CCN(Cc2ccccc2)CC1 (stereo unspecified) | -7 | 1 | 4 | -10 | -5 | 0 | 0.3 | -0.1 | 1
OCCOCCOCCn1c2ccccc2c2ccccc21 | -3 | 7 | 0 | 2 | -11 | -1 | 0.0 | -0.1 | 0
CN(Cc1ccccc1)C(=O)NC1CCCCC1 | -6 | -8 | 0 | 3 | 5 | -12 | -0.7 | -0.1 | -1
CN(Cc1ccccc1)Cc1nc2c([nH]1)c(=O)n(C)c(=O)n2C | -6 | -25 | -1 | 10 | -6 | 7 | 0.9 | -0.3 | -2
COC(=O)C(CC(=O)c1ccc(C)cc1)n1nc(C)cc1C (stereo unspecified) | -5 | -1 | -2 | -10 | 3 | 12 | 1.6 | -0.4 | -3
O=[N+]([O-])c1ccccc1OCCCN1CCOCC1 | -2 | 7 | 2 | 12 | -3 | 0 | -1.6 | -0.7 | -1
Cc1ccccc1CNC(=O)CCCC(=O)n1nc(C)c2ccccc21 | 1 | -4 | 1 | -2 | -5 | -1 | -0.5 | -0.4 | -6
COc1ccc(OC)c2sc(NNC(=O)COc3ccccc3)nc12 | 1 | -8 | 5 | -8 | 5 | 7 | -0.6 | -0.2 | 0
CCOC(=O)[C@]12CCC=C1N(CCC1=CCCCC1)C(=O)[C@H](CC(=O)NCc1cccc3ccccc13)C2 | 9 | 14 | 2 | · | -7 | -4 | 0.3 | -0.1 | -4
CC(NC(=O)c1ccc2c(c1)OCO2)C(c1cccs1)N1CCOCC1 (stereo unspecified) | -5 | 8 | -2 | 6 | 3 | -1 | -0.5 | 0.6 | -3
O=C(Cc1coc2cc3c(cc12)CCC3)NCC1(N2CCCCC2)CCCCC1 | -4 | 8 | -4 | -19 | -10 | 4 | 1.1 | -0.2 | -8
COC(=O)c1ccc(CNC(=O)COC(=O)c2cc(Cl)nc(Cl)c2)cc1 | 9 | -4 | 1 | -12 | 11 | -3 | -0.4 | -0.4 | -6
C=CCN(C(=O)CNS(=O)(=O)c1ccccc1)C(C(=O)NCCOC)c1ccncc1 (stereo unspecified) | 1 | 10 | -9 | 7 | -3 | 2 | 0.0 | -1.1 | -2
Cc1c(C(=O)N2CC3(CC(c4cccc(NC(=O)[C@H]5CCC(=O)N5)c4)=NO3)C[C@@H]2C(N)=O)cc([N+](=O)[O-])cc1[N+](=O)[O-] (stereo partly specified) | 2 | 4 | 2 | -3 | -11 | 8 | -0.5 | -0.1 | 2
Cc1ccc(-n2nc3c(N4CCC(C(=O)NCc5cccc(F)c5)CC4)nnc(C)c3c2C)cc1 | 5 | 7 | 1 | -16 | -6 | 1 | · | 0.4 | -4
O=C(Cc1ccccc1F)Nc1nc2ccccc2[nH]1 | -2 | 9 | 2 | 11 | -3 | -6 | -0.3 | 0.9 | -2
CCC(=O)N(c1ccc(F)cc1)C1C=CS(=O)(=O)C1 (stereo unspecified) | -7 | 8 | -7 | 8 | 0 | 4 | -0.9 | -0.9 | -3
Cc1onc(-c2ccccc2)c1C(=O)N/N=C/c1c[nH]c2ccccc12 | 4 | 0 | · | 0 | 4 | -6 | 1.4 | -0.5 | -3
O=c1[nH]c(C2CCCN(S(=O)(=O)c3ccccc3)C2)nc2c1nnn2Cc1ccccc1 (stereo unspecified) | 7 | -2 | -3 | 2 | 8 | 2 | -0.3 | -0.6 | 7
CC(=O)Nc1c(C(=O)O)oc2ccccc12 | -6 | -6 | -5 | 17 | 5 | -7 | 0.5 | -0.5 | 2
NC(=S)N/N=C/c1ccc(-c2cc(Cl)cc(Cl)c2)o1 | -12 | 8 | -3 | -18 | -2 | -48 | 0.2 | 0.0 | 0
COc1ccc(C(=O)CCc2ccccc2O)c(OC)c1 | 6 | 0 | 4 | -3 | -7 | -20 | 0.2 | 0.3 | 1
O=C(c1ccco1)N(CCO)Cc1cc2cc3c(cc2[nH]c1=O)OCO3 | -3 | 10 | -2 | -5 | -6 | -10 | 6.1* | 0.1 | -1
CNC(=S)N1N=C(c2ccc(C)cc2)CC1c1ccc(N(C)C)cc1 (stereo unspecified) | 7 | 2 | 7 | -29 | -4 | -9 | 0.1 | -0.7 | -8
Cc1ccccc1S(=O)(=O)c1c(C)cc(C)n(C)c1=O | -6 | 3 | 0 | -3 | 0 | -2 | 2.8 | -0.1 | -1
CS(=O)(=O)c1ccc(Cl)c(NC(=O)CCN2C(=O)C3CC=CCC3C2=O)c1 (stereo unspecified) | -10 | 7 | 0 | -16 | -9 | 0 | -0.4 | 0.1 | -1
Cc1cc(C(=O)COC(=O)c2cccs2)c(C)n1-c1c(C)n(C)n(-c2ccccc2)c1=O | -6 | -19 | 1 | 4 | -2 | 13 | -1.1 | 0.0 | -1

Sorted by SMILES length (ascending): part of the list above.
SMILES | FAS TE block | SKN-1 inh | MT1-MMP act inh | MLLE-PAM2 inh | E coli Lon inh | CendR NRP1 mod | MsrA inhibitor | Tb MetRS inh | MsrA act
COc1ccc(C(=O)CCc2ccccc2O)c(OC)c1 | 6 | 0 | 4 | -3 | -7 | -20 | 0.2 | 0.3 | 1
NC(=S)N/N=C/c1ccc(-c2cc(Cl)cc(Cl)c2)o1 | -12 | 8 | -3 | -18 | -2 | -48 | 0.2 | 0.0 | 0
CNC(=S)N1N=C(c2ccc(C)cc2)CC1c1ccc(N(C)C)cc1 (stereo unspecified) | 7 | 2 | 7 | -29 | -4 | -9 | 0.1 | -0.7 | -8
O=C(c1ccco1)N(CCO)Cc1cc2cc3c(cc2[nH]c1=O)OCO3 | -3 | 10 | -2 | -5 | -6 | -10 | 6.1* | 0.1 | -1

Bioassay records from PubChem BioAssay.
